# DENV2 CPE = protects cells from dengue virus 2 cytopathic effect; CPE inhibition, % at 9.99 µM; 1.7% of 350,000 active; DENV2-infected cells, cytopathic effect rescue, plate reader; in the data active = CPE inhibition above about 20%, passing the limit was not always enough; tested in BHK-21 cells;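 also: 0% = median of neutral control wells and 100% = median of positive control wells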
# CFTR F508del cor = correctors of CFTR F508del function in bronchial epithelial cells. CFBE cells, YFP halide quenching; stimulated with forskolin plus potentiator P3; % fluorescence drop versus neutral controls. activity (quench increase), % at 7.58 µM. 0.36% of 350,000 active;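 active = mean added fluorescence quench of at least 8% versus neutral control, with both replicates also reaching 8%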;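 also: cells transiently co-express mutant CFTR-F508del with the halide-sensitive YFP; corrector assay measuring rescue of mutant channel to the surface after 24 h compound exposure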
# FN deposition inh = fibronectin deposition inhibition. 0.086% of 350,000 active. inhibition, % at 12.6 µM. AH1F fibroblasts, Alexa488-fibronectin deposition fluorescence, overnight;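 active = mean inhibition across replicates of 30% or more, regardless of how many single replicates reach that level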;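 also: positive control wells lacked labelled fibronectin entirely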
#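 Assay system: AH1F fibroblasts assembling fluorescent fibronectin matrix; Amount: 10000 AH1F cells per well; Buffer or medium: DMEM, 2% serum; Probe or stimulus: Alexa488-fibronectin, 24 nM final in well; Doses: single compound dose, delivered by pin transfer; Incubation: 1 h adhesion, overnight exposure; Measured by: fluorescence 485/525 nm; Read-out: fibronectin deposition inhibition.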
# PAX8 reporter = lowers PAX8-driven luciferase in RMG-I cells | RMG-I TPO-luciferase reporter, SteadyGlo, 24 h | inhibition, % at 12.6 µM | 1.2% of 360,000 active | AID 652154;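 active = mean replicate inhibition at least 60% with every replicate also reaching 60%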;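 also: luciferase light reporting Pax8 driven TPO promoter activity; plate controls were median of neutral control wells for no effect and mitoxantrone controls for full effect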
# EWS-Fli block = EWS/Fli transcriptional activity inhibition; A673 NR0B1-luciferase reporter, viability-normalised; inhibition, % at 12.6 µM; 0.67% of 350,000 active;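 active = mean inhibition of at least 50% after viability correction, with every replicate also passing that limit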;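 also: firefly luciferase signal divided by Alamar Blue viability fluorescence both relative to DMSO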
# GSIS activator = primary screen for activators of insulin secretion dependent on glucose, INS-1E cells, GLuc reporter luminescence; activation, % at 16.6 µM; 0.61% of 370,000 active; INS-1E GLuc reporter insulin secretion, 2-3 h;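 active = lowest replicate activation of at least 40%, so every replicate reaches that level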;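 also: 0% = median of neutral control wells and 100% = median of IBMX positive control wells; some compounds called inactive have numbers as strong as hits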
# miR-122 sensor = miR-122 inhibition in Huh7 cells. Huh7 miR-122 Renilla luciferase sensor, 48 h; neutral wells = 0, positive control = 100. activation (reporter increase), % at 12.5 µM. 0.3% of 340,000 active;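 active = mean replicate activation score at least 90 and every replicate individually at or above 90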;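 also: higher luciferase means less miR-122 activity so hits act as miR-122 inhibitors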
# * = called active by the depositor; / = no result given; & = joins results of further samples; [ ] = remark or other dose. No enrichment for hits; 3.9% or so of the library scored in one or more.
1: O=S(=O)(Nc1ccc2c(c1)OCO2)c1cccc(Br)c1
2: CCOc1ccc(S(=O)(=O)Nc2cc(NS(=O)(=O)c3ccc(OCC)cc3)cc(C(=O)O)c2)cc1
3: COc1cccc(/C=C2\SC(=S)N(CCC(=O)NCCc3ccc(O)cc3)C2=O)c1
4: Cc1ccnc(NS(=O)(=O)c2ccc(NS(C)(=O)=O)cc2)n1
5: C=CCOc1ccc(/C=N/NC(=O)C(C)Sc2ccccn2)cc1OCC (configuration not stated)
6: CCn1cc(C(=O)OCC(=O)Nc2ccc(S(=O)(=O)N3CCCC3)cc2)c(=O)c2ccc(C)nc21
entry no.	1	2	3	4	5	6
DENV2 CPE	-4	/	-1	2	-1	/
CFTR F508del cor	-0.7	1.2	0.0	-1.5	2.1	/
FN deposition inh	-12	/	-7	-8	-11	1
PAX8 reporter	0	5	100*	-6	4	-4
EWS-Fli block	-5	2	/	7	8	/
GSIS activator	-21	8	19	5	27	/
miR-122 sensor	76	/	10	-5	6	-2

7: O=C(c1ccccc1Cl)N1CCc2ccccc2C1
8: O=C(N/N=C/c1cccnc1)c1cccc(N2CCCC2=O)c1
9: CN(c1ccccc1)S(=O)(=O)c1cc(Cl)ccc1Cl
10: Cc1cc(C)c(CN2CCC(n3nccc3NC(=O)c3ccccc3Cl)CC2)cc1C
11: CCc1ccccc1NC(=O)C1CCCN(S(=O)(=O)c2c(C)noc2C)C1 (configuration not stated)
12: COc1cc(/C=C(\C#N)C(=O)Nc2ccccc2F)ccc1OCCN1CCOCC1
entry no.	7	8	9	10	11	12
DENV2 CPE	/	3	6	-4	/	-1
CFTR F508del cor	/	2.1	0.1	-1.1	/	-0.5
FN deposition inh	-5	-2	-3	0	0	3
PAX8 reporter	/	-37	0	22	9	-71
EWS-Fli block	/	-41	-15	4	/	-21
GSIS activator	6	0	19	-23	/	-47
miR-122 sensor	-1	-4	/	-2	-3	5

13: O=C(NCCc1cn2ccccc2n1)c1cc(COc2ccc3ncccc3c2)on1
14: O=C(C[C@@H]1CC[C@@H]2[C@H](COC[C@H](O)CN2C(=O)c2ccccc2F)O1)NCc1ccc(F)cc1
15: OC1(c2ccccc2Cl)NN=C2CCCCCN21 (configuration not stated)
16: O=C(NC1CCS(=O)(=O)C1)c1cccc(S(=O)(=O)N2CCCCCC2)c1 (configuration not stated)
17: Cc1nn(C)c(C)c1NC(=O)c1ccccc1NC(=O)Nc1ccccc1
18: C[C@H](CO)N1C[C@H](C)[C@@H](CN(C)C(=O)Nc2ccc(C(F)(F)F)cc2)OCCCC[C@H](C)Oc2ccc(NS(=O)(=O)c3cccs3)cc2C1=O
entry no.	13	14	15	16	17	18
DENV2 CPE	-5	11	4	6	3	94*
CFTR F508del cor	-2.6	-0.5	1.9	0.8	1.6	-4.5
FN deposition inh	3	-17	3	9	0	/
PAX8 reporter	25	-11	-11	-11	-1	65*
EWS-Fli block	-14	-2	3	2	-2	19
GSIS activator	-26	5	5	17	/	4
miR-122 sensor	-10	17[16.7 µM]	-10	/	-1	-6[16.7 µM]

# 4 of these compounds in another layout:
[13] O=C(NCCc1cn2ccccc2n1)c1cc(COc2ccc3ncccc3c2)on1
  DENV2 CPE: -5
  CFTR F508del cor: -2.6
  FN deposition inh: 3
  PAX8 reporter: 25
  EWS-Fli block: -14
  GSIS activator: -26
  miR-122 sensor: -10
[14] O=C(C[C@@H]1CC[C@@H]2[C@H](COC[C@H](O)CN2C(=O)c2ccccc2F)O1)NCc1ccc(F)cc1
  DENV2 CPE: 11
  CFTR F508del cor: -0.5
  FN deposition inh: -17
  PAX8 reporter: -11
  EWS-Fli block: -2
  GSIS activator: 5
  miR-122 sensor: 17[16.7 µM]
[15] OC1(c2ccccc2Cl)NN=C2CCCCCN21 (configuration not stated)
  DENV2 CPE: 4
  CFTR F508del cor: 1.9
  FN deposition inh: 3
  PAX8 reporter: -11
  EWS-Fli block: 3
  GSIS activator: 5
  miR-122 sensor: -10
[16] O=C(NC1CCS(=O)(=O)C1)c1cccc(S(=O)(=O)N2CCCCCC2)c1 (configuration not stated)
  DENV2 CPE: 6
  CFTR F508del cor: 0.8
  FN deposition inh: 9
  PAX8 reporter: -11
  EWS-Fli block: 2
  GSIS activator: 17
  miR-122 sensor: /

# The results go on:
19: C=CCNC(=O)c1cc(C(=O)C(C)c2ncc(C(F)(F)F)cc2Cl)c[nH]1 (configuration not stated)
20: N#C/C(=C\c1ccc([N+](=O)[O-])o1)c1nc2ccccc2[nH]1
21: CN1CCC[C@H]1c1cccnc1
22: Cc1ccc(S(=O)(=O)N2C[C@H]3n4c(=O)ccc(=O)n4C[C@H](OC(=O)Nc4c(C)noc4C)[C@@]3(O)C2)cc1
23: COc1cc(C(=O)N/C(=C/c2ccc(F)cc2)C(=O)NC(C(=O)O)c2ccccc2)cc(OC)c1OC (configuration not stated)
24: CCOc1ccc(C(=O)COC(=O)Cc2n[nH]c(=O)c3ccccc23)cc1
entry no.	19	20	21	22	23	24
DENV2 CPE	8	1	5&-1	6	0	-2
CFTR F508del cor	4.8	/	-2.2&-2.1	0.3	2.7	13*
FN deposition inh	4	5	0&-1	3	1	17
PAX8 reporter	4	32	-17&-11	10	21	-69
EWS-Fli block	-1	59*	1&-3	-5	-14	37
GSIS activator	0	-1	5	24	/	1
miR-122 sensor	-11	/	-3&1	4	31	3

25: Cc1nc2ccccc2c(=O)n1NC(=O)C1CCC(C(C)(C)C)CC1 (configuration not stated)
26: CSc1c(CC(=O)Nc2ccccc2)n(C)c2ccccc12
27: CCN(CC)S(=O)(=O)c1ccc(OC)c(NC(=O)c2cc([N+](=O)[O-])ccc2Cl)c1
28: CCOc1cc2[nH]c(=S)n(Cc3ccc(C)o3)c(=O)c2cc1OCC
29: CC(C)c1ccc(OCc2ccc(C(=O)N3CCCC3)o2)cc1
30: CSc1ncccc1C(=O)OCC(=O)NC1CC1
entry no.	25	26	27	28	29	30
DENV2 CPE	3	8	/	-1	-2	-10
CFTR F508del cor	-1.2	-1.9	/	-2.4	1.1	3.3
FN deposition inh	3	-3	2	/	5	2
PAX8 reporter	4	6	-1	/	-134	/
EWS-Fli block	4	-21	/	22	/	0
GSIS activator	-6	-10	/	-23	-33	1
miR-122 sensor	/	13	0	-1	-3	/

31: C[C@H](CO)N1C[C@H](C)[C@@H](CN(C)CC2CCOCC2)Oc2cc(Br)ccc2S1(=O)=O
32: COCCn1c(=O)[nH]c2cc(C(=O)N3CCN(Cc4ccc5c(c4)OCO5)CC3)ccc2c1=O
33: CCc1ccc(OCC(=O)NC(=S)Nc2ccc(C)cc2C)c(Br)c1
34: C[C@H](CO)N1C[C@H](C)[C@@H](CN(C)C(=O)Nc2ccc3c(c2)OCO3)OCCCC[C@H](C)Oc2ccc(NS(C)(=O)=O)cc2C1=O
35: O=C(NCc1ccccc1)C1CCC(CNS(=O)(=O)c2cccs2)CC1 (configuration not stated)
36: CCOc1cc(C2NC(=O)NC(C)=C2C(=O)OCC2CCCCC2)ccc1O (configuration not stated)
entry no.	31	32	33	34	35	36
DENV2 CPE	0	1	/	9	-2	5
CFTR F508del cor	-3.8	-2.1	/	-2.0	-4.4	-0.4
FN deposition inh	/	4	3	/	-9	0
PAX8 reporter	-13	-2	/	/	16	17
EWS-Fli block	5	11	/	-9	-4	1
GSIS activator	14	10	41*	1	14	-38
miR-122 sensor	-2[16.7 µM]	-5	-4	0[16.7 µM]	-5	-3

37: Cc1noc(C)c1NC(=O)Nc1ccc2c(c1)C(=O)N([C@H](C)CO)C[C@@H](C)[C@H](CN(C)CC1CC1)OCCCC[C@@H](C)O2
38: CCC(C)(C)NC(=O)C(c1ccc(OC)cc1)N(C(=O)CCC(=O)Nc1cc(C)on1)c1ccc2c(c1)OCO2 (configuration not stated)
39: CC(C)=CCC/C(C)=C/CNC(=O)CC1C[C@H](C(=O)N2CCCCC2)[C@@]2(C)c3[nH]c4ccccc4c3CCN2C1=O (some centres not stated)
40: CCN(CC(=O)Nc1ccc2c(c1)OCCO2)C(=O)c1ccc(S(=O)(=O)N(C)C)cc1
41: COc1cc2ccccc2cc1C(=O)N1CCOCC1
42: C[C@H]1CN([C@@H](C)CO)C(=O)c2cc(-c3cncnc3)cnc2O[C@H]1CN(C)Cc1ccc(F)cc1
entry no.	37	38	39	40	41	42
DENV2 CPE	1	5	-9	11	15	-1
CFTR F508del cor	-1.7	1.0	-0.4	3.7	-5.4	-0.6
FN deposition inh	/	-4	-8	8	/	-10
PAX8 reporter	-11	6	2	1	-3	1
EWS-Fli block	/	7	6	1	6	1
GSIS activator	9	-32	12	-7	8	9
miR-122 sensor	-3[16.7 µM]	6	-5	/	/	/

43: CCOC(=O)C1(Cc2ccccc2)CCCN(C(=O)c2cn[nH]c2)C1 (configuration not stated)
44: C[C@H](CO)N1C[C@H](C)[C@H](CN(C)S(C)(=O)=O)Oc2ccc(NS(=O)(=O)c3cccs3)cc2CC1=O
45: CC(C(=O)NCC(=O)Nc1ccc(F)c(F)c1F)N1CCN(Cc2ccc(C#N)cc2)CC1 (configuration not stated)
46: O=C(N[C@H]1CC[C@@H](CCNC(=O)C2CCC2)O[C@H]1CO)c1ccccn1
47: OC[C@@H]1CN(Cc2ccc(Cl)cc2)C[C@H](n2cnc3c(N4CCOCC4)ncnc32)O1
48: Cc1cc(S(=O)(=O)N(Cc2cccs2)Cc2ccccc2F)ccc1-n1cnnn1
entry no.	43	44	45	46	47	48
DENV2 CPE	-3	1	-8	7	0	-4
CFTR F508del cor	-1.6	0.6	-2.2	0.0	-1.1	/
FN deposition inh	1	/	1	/	2	3
PAX8 reporter	-5	-23	-3	10	-14	-5
EWS-Fli block	/	-9	-5	-3	-13	6
GSIS activator	3	20	7	8	6	2
miR-122 sensor	1	-2[16.7 µM]	-5	/	3	/

49: COC(=O)c1sccc1NC(=O)CSc1ccccc1N
50: Cc1ccc(OCCCCN2CCCC(C)C2)c([N+](=O)[O-])c1 (configuration not stated)
51: COc1ccc(NC(=O)c2cc(C3CCCCN3S(=O)(=O)c3cccs3)on2)c(C)c1 (configuration not stated)
52: O=C(NCC[C@H]1CC[C@H](NC(=O)C2CCC2)[C@@H](CO)O1)c1cnccn1
53: Cc1ccc(S(=O)(=O)Nc2c(C(=O)O)[nH]c3ccccc23)cc1C
54: O=C(O)c1cc(NS(=O)(=O)c2ccc3ccccc3c2)ccc1O
entry no.	49	50	51	52	53	54
DENV2 CPE	-2	1	-6	-8	4	-1
CFTR F508del cor	2.7	-1.8	-1.6	-1.2	-4.4	-1.3
FN deposition inh	6	7	-12	/	7	-4
PAX8 reporter	-5	12	16	-15	12	50
EWS-Fli block	10	5	7	6	-12	-5
GSIS activator	13	-8	-20	7	4	26
miR-122 sensor	3	/	11	/	-4	6

55: O=C(Cn1nc2n(c1=O)-c1ccccc1SC2)N/N=C/c1cccs1
56: O=C(CN1CCOCC1)NNc1nc(-c2ccccc2)c2cc(Br)ccc2n1
57: O=C(CN(C(=O)CNS(=O)(=O)c1ccc(F)cc1)C1CCCC1)NCc1ccco1
58: C[C@@H]1CN([C@H](C)CO)C(=O)Cc2cc(N(C)C)ccc2O[C@@H]1CN(C)C(=O)Nc1ccc2c(c1)OCO2
59: Cc1cccc(CNc2ncnc3[nH]ncc23)c1
60: CCCC(C(=O)NC1CCCC1)N(CC1CCCO1)C(=O)CNS(=O)(=O)c1ccccc1 (configuration not stated)
61: CC1CCCN(S(=O)(=O)c2ccc(C(=O)Nc3nnc(-c4ccco4)o3)cc2)C1 (configuration not stated)
62: CCCCn1c(N)c(N(C(=O)CSc2nnnn2-c2ccccc2)C2CCCC2)c(=O)[nH]c1=O
63: N#C/C(=C/c1ccc(-c2ccc(S(N)(=O)=O)cc2)o1)c1nc2ccccc2s1
entry no.	55	56	57	58	59	60	61	62	63
DENV2 CPE	1	7	-1	12	10	0	-3	-1	/
CFTR F508del cor	-1.4	-1.4	-1.5	1.4	0.6	-1.3	1.4	-0.6	/
FN deposition inh	-1	3	3	-5	-4	8	-1	8	-7
PAX8 reporter	-5	9	-5	-15	1	13	19	9	53
EWS-Fli block	-10	-10	-7	10	10	1	36	-3	/
GSIS activator	-13	-21	6	16	1	0	-1	5	11
miR-122 sensor	/	/	3	5[16.7 µM]	-4	2	6	-3	/
